Redox H2O2 prof: compounds producing H2O2 with reducing agent – biochemical, NIH compound library profiling, artefact control for MLSCN library redox annotation, primary screen; 200,000 tested, 0.03% active; activation, % at 10 µM; DTT-dependent redox cycling H2O2, phenol red/HRP absorbance; 100% = 100 µM peroxide control, 0% = buffer;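 active means activation of at least 50% relative to the plate's high and low controls in the primary single-dose screen; inactive means activation below 50%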;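 further: compound incubated with DTT at 0.8 mM final as the reducing agent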
PMI act: activators of human phosphomannose isomerase. P34949. purified human PMI, coupled resazurin fluorescence, 20 min; stronger effect = higher value; 1 = vehicle control, 0 substrate-free wells. activation factor at 20 µM. 190,000 tested, 0.005% active;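 active means activation factor of 2 or more at 20 µM, relative to plate controls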
Hsp70 act: switches on Hsp70 transcription; AID 1203; activation, % at 10 µM; 200,000 tested, 0.04% active; HeLa Hsp70 promoter luciferase reporter, luminescence; scaled: vehicle 0, proteasome-inhibitor control 100%;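 active means activation above the mean across all tested compounds plus 3 SD, cutoff set per campaign, cut at about 5.5% in these data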;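 further: 100% = MG132 at 30 µM as the positive control and 0% = DMSO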
G6PDH counter: L. mesenteroides G6PDH inhibition counter-screen; 200,000 tested, 0.12% active; Purified L. mesenteroides G6PDH, diaphorase/resazurin coupled fluorescence, 45 min; AID 1020; inhibition, % at 5 µM
Diaph inh CS: counter-screen for diaphorase-based assays: diaphorase inhibitors and chemical oxidizers | 190,000 tested, 0.69% active | diaphorase resazurin-to-resorufin fluorescence, NADH, 16 min; bacterial (C. kluyveri) enzyme, not human | AID 1217 | inhibition, % at 20 µM;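 active means primary screen inhibition at 20 µM above a set limit, cut at about 50% in these data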;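 further: plate controls were DMSO with full reaction for no effect and wells lacking NADH for full effect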
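Test system: bacterial diaphorase enzyme (C. kluyveri); Quantity: 0.14 U/mL diaphorase, enzyme working solution; Times: reaction incubation of 16 min at room temperature; Measured by: fluorescence of resorufin formed from resazurin, Ex 544/Em 590 nm; Benchmarks: positive control minus NADH, DMSO neutral control.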
TLR4 MyD88 comp: blocks binding of human TLR4 to MyD88; O00206+Q99836; HeLa CL3-4 TLR4/MyD88 BLA complementation, FRET ratio; inhibition, % at 8.4 µM; 200,000 tested, 0.18% active; AID 861; in the data active means inhibition above about 25%;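 further: 0% = vehicle and 100% = reference inhibitor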
Target sequence (O00206 whole entry, looked up): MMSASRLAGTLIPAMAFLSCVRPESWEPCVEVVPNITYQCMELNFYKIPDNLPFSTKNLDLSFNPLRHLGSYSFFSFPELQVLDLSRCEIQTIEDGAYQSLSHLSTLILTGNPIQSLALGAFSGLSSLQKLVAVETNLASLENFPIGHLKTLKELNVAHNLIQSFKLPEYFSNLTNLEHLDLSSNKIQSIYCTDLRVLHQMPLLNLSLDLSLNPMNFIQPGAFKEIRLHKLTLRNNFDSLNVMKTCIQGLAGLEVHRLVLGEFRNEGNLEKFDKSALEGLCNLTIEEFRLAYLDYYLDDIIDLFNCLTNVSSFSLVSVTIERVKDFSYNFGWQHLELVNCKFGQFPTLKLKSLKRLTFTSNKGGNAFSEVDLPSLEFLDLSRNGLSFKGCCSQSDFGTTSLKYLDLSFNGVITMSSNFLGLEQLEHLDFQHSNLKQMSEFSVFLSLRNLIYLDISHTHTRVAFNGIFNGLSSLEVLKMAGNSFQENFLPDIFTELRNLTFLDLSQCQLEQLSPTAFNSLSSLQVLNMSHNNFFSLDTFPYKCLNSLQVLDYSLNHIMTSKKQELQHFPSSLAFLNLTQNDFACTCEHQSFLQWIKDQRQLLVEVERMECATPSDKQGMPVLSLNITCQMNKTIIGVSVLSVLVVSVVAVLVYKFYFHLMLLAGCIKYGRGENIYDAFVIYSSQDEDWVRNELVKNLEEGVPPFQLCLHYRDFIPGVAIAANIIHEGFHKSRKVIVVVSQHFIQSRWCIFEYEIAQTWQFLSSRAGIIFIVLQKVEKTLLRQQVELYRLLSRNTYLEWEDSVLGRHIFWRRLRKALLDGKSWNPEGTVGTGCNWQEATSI
Target sequence (Q99836 whole entry, looked up): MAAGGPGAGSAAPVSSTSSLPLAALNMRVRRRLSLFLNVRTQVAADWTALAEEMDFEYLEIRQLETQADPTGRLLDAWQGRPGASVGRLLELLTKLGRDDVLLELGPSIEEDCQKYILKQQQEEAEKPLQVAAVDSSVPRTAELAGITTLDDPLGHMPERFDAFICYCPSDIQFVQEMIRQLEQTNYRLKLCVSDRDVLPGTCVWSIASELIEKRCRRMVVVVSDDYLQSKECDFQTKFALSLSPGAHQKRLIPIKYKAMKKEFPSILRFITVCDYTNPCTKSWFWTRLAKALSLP
Lmaj promast: Leishmania major promastigote growth inhibition | Leishmania major promastigotes, resazurin fluorescence viability | inhibition, % at 10 µM | AID 1063 | 200,000 tested, 9% active;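 further: promastigotes grown with compound for 44 hours at 28 °C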
PMI act satM6P: activators of human phosphomannose isomerase at near-saturating mannose 6-phosphate; coupled PMI enzyme assay, resazurin fluorescence, 20 min; stronger effect = higher value; 1 = untreated enzyme, 0 = substrate-free blank; activation factor at 20 µM; AID 1216; 190,000 tested, 0.34% active;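 active means activation factor of 2 or more at 20 µM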
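Technique: Diaphorase-driven resazurin-to-resorufin fluorescence, excitation 544, emission 590 nm | Assay system: Human PMI in coupled enzyme assay | Times: Enzyme reaction with compound 20 min at room temperature | Medium: HEPES-buffered pH 7.4 with magnesium and detergent | Reagent: Mannose-6-phosphate 1.0 mM (near-saturating) plus 0.22 mM NADP+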
S1P3 antag: S1P3 (human) receptor antagonism; CHO S1P3 NFAT-BLA reporter, FRET fluorescence, antagonist mode; Q99500; 170,000 tested, 0.27% active; AID 485; inhibition, % at 4.98 µM;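 active means inhibition above the plate cutoff, the mean inhibition of test wells on that plate plus 3 SD, cut at about 28% in these data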;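 further: cells challenged with S1P at its EC80 of 0.8 µM; blue over green emission ratio from cleaved BLA substrate after 4 h stimulation; 0% = S1P-stimulated wells and 100% = unstimulated DMSO-only wells; some compounds past the cut are filed as inactive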
RAM inhibit: yeast RAM network inhibition. S. cerevisiae dse1pr::URA3 reporter, 5-FOA growth OD615, 2 d; analog-sensitive cbk1-as2 kinase mutant strain. inhibition, % at 50 µM. 190,000 tested, 1.8% active. AID 868;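 active means inhibition above a set limit, 3 SD over mean compound inhibition, cut at about 8.4% in these data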;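 further: 0% = DMSO-only wells with no growth and 100% = 10 µM 1-NA-PP1 full growth; inhibition rescues growth on 5-FOA so higher OD means more RAM inhibition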
Diaphorase act: diaphorase activation or chemical reduction counter-screen; Diaphorase/resazurin coupled assay, resorufin fluorescence, 16 min; stronger effect = higher value; 1 = vehicle wells, 0 = NADH-free wells; activation factor at 20 µM; 190,000 tested, 0.005% active; AID 1229;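 active means diaphorase activity raised at least twofold by the compound at 20 µM; inactive means activation factor below 2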
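Assay system: bacterial diaphorase enzyme (C. kluyveri) / Input: enzyme 0.07 U/mL final / Medium: 50 mM HEPES pH 7.4 with 4.542 mM MgCl2, 0.005% Tween 20 / Doses: single compound dose of 20 µM, 1% DMSO final / Incubation: 16 min enzyme reaction, ambient temperature / Signal: fluorescence, excitation 544 nm and emission 590 nm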
* marks the source's active call; other numbers are inactive results; / = no result given. Unless noted, no stated cut-off is given here; in the data, active means inhibition above about 50%; inactive means the rest.

SMILES	Redox H2O2 prof	PMI act	Hsp70 act	G6PDH counter	Diaph inh CS	TLR4 MyD88 comp	Lmaj promast	PMI act satM6P	S1P3 antag	RAM inhibit	Diaphorase act
CCCCC(=O)NCCc1cc2c(OC)ccc(OC)c2[nH]c1=O	3.3	0.9	-0.5	-2	18	-1	1	0.8	18	0.7	0.8
COCCNc1nc(-c2cc3ccccc3o2)cs1	0.6	0.8	0.5	9	10	-11	-8	0.9	-25	0.9	0.9
COc1cc(NC(=S)Nc2ccccn2)cc(OC)c1	0.1	1	-0.1	7	12	1	5	0.9	7	0.1	0.9
CCOc1ccc(S(=O)(=O)N2CCN(c3ccc(C)cc3C)CC2)cc1	0.3	0.8	0.0	-31	19	-5	-6	0.8	-23	3.5	0.8
CN(C)c1ccc(N=Nc2ccccc2C(=O)OCC(=O)N2CCCCCC2)cc1	-0.2	1	-0.1	8	16	-7	9	0.9	3	1.5	0.8
Fc1ccccc1Cn1c2[n+](c3ccc(C(F)(F)F)cc31)CCCCC2	-4.1	0.9	0.0	-1	8	4	14	1.1	-18	1.1	0.9
CC(C)=CCc1c(O)ccc(C(=O)Cc2ccccc2)c1O	0.2	0.8	-0.3	-1	25	3	13	0.9	/	2.1	0.8
Cc1cc(C)cc(N2C(=O)CN(Cc3sccc3C)C2=S)c1	-0.7	1	-0.1	-1	16	-5	19	1	1	1.5	0.8
COC(=O)C1=C(CSc2nccn2C)NC(=O)NC1c1cc(C)ccc1C (stereo not drawn)	0.4	0.9	-0.1	16	11	-6	3	0.9	/	0.5	0.9
COc1ccc(C(=O)OC/C(O)=C(\C#N)c2nc3ccccc3[nH]2)cc1S(=O)(=O)N1CCOCC1	-0.2	1.1	-0.3	0	19	5	-8	1	-6	4.7	0.8
CCC(C)/C(C)=N/NC(=O)CNS(=O)(=O)c1ccc([N+](=O)[O-])cc1 (stereo not drawn)	-0.5	1	0.3	6	9	-7	2	0.9	4	0.6	0.9
CSc1nccn1CC(=O)Nc1ccc(F)cc1	-5.2	1	-0.2	7	2	8	-2	1.1	10	1.6	1
CC(O)C(=O)N/N=C/c1ccccc1C(=O)O (stereo not drawn)	0.0	1	-0.2	12	11	-11	-7	1	-3	3.1	0.9
O=C(Nc1ccc(Cl)cc1)ON=C1CCCC1	-0.2	0.8	-0.1	0	13	5	41	0.8	-8	-0.8	0.9
COc1cc(OC)cc(C(=O)N2CCN(Cc3ccccc3Br)CC2)c1	0.5	1	-0.2	16	18	-8	-8	1	14	0.9	0.8
COc1ccc(/C=C(/NC(=O)c2ccccc2Cl)C(=O)NCCCC(=O)O)cc1	-0.6	1	-0.3	4	7	-5	-6	1	1	0.8	0.9
CCOC(=O)c1cc(-c2ccccc2)sc1NC(=O)C(C)Sc1nnc(N)s1 (stereo not drawn)	0.4	0.8	-0.2	2	20	-8	22	0.9	3	1.9	0.8
S=C(NCC1CCCO1)Nc1ccc(Cl)cc1Cl (stereo not drawn)	-0.5	1	0.1	2	13	1	23	0.9	3	-0.4	0.9
COc1ccc(OC)c(S(=O)(=O)N2CCC(C(=O)Nc3cccc(C)c3C)CC2)c1	0.0	1	0.1	4	19	-4	-3	1	7	3.0	0.8
CCNC(=O)CC1C(=O)N(c2cccc(OC)c2)C(=O)N1CCOC (stereo not drawn)	0.8	0.9	0.1	8	5	25*	-10	0.9	-3	-0.5	0.9
O=C(CCc1ccc(S(=O)(=O)NCCc2ccccc2)cc1)Nc1ccc2c(c1)OCO2	0.4	0.8	0.5	0	19	-4	0	0.9	/	3.2	0.8
COc1ccc(CNC(=O)C(C)Sc2nc3ccccc3c(=O)n2CCCN2CCOCC2)cc1 (stereo not drawn)	0.1	1	0.3	-3	5	-1	9	0.9	-3	0.6	1
Cc1csc(SCC(=O)Nc2ccc(Cl)cn2)n1	-0.5	1.1	-0.1	12	7	-3	-6	1	-4	0.0	0.9
O=c1c2c(ncn2C2CCCC2)n(Cc2ccccc2)c(=O)n1CCOc1ccc(Br)cc1	2.3	0.9	-0.4	-14	12	14	14	1.1	-8	7.8	0.9
Cc1ccc(-c2ccc(/C=C3\SC(N4CCOCC4)=NC3=O)o2)cc1	-0.1	1	-0.3	-1	27	11	29	0.7	-10	1.2	0.7

The list goes on:
SMILES	Redox H2O2 prof	PMI act	Hsp70 act	G6PDH counter	Diaph inh CS	TLR4 MyD88 comp	Lmaj promast	PMI act satM6P	S1P3 antag	RAM inhibit	Diaphorase act
COc1ccccc1-n1c(CCn2nc(C)c(Br)c2C)n[nH]c1=S	-0.1	1	-0.5	4	5	-7	-7	0.9	6	4.1	1
CCOc1ccc(S(=O)(=O)N/N=C2/CC(c3ccccc3)Oc3ccccc32)cc1 (stereo not drawn)	0.2	0.9	0.1	4	16	10	50*	1	/	1.2	0.8
CC(=O)N(C)C1=C(N2CCOCC2)C(=O)c2ccccc2C1=O	-3.9	0.7	-0.2	55*	49	9	95*	0.7	/	1.5	0.5
COc1ccc(/C(C)=N/OCC(=O)N=Nc2c(O)[nH]c3ccc(Br)cc23)cc1	-0.1	0.9	0.1	8	7	-3	-5	0.8	7	3.8	0.9
COc1cc2[nH]c(-c3cccc(F)c3)cc(=O)c2cc1OC	0.0	1.2	0.2	13	8	13	-1	1.2	2	2.6	0.9
Cc1c(Br)ccc(NC(=O)c2ccccc2[N+](=O)[O-])c1C	-0.5	1.1	1.3	9	3	7	-7	1.1	-15	7.0	1
CCP(=O)(c1ccccc1)C(C)(C)O (stereo not drawn)	0.3	1	-0.2	-3	5	6	-4	1	-58	-0.6	0.9
Cc1[nH]c2ccccc2c1C(=O)COC(=O)C1CCC(=O)N1 (stereo not drawn)	1.1	1.1	0.1	1	15	9	7	1	24	0.7	0.8
Cc1cc(/C=N/NC(=O)c2cccc(F)c2)c(C)n1-c1ccccc1	0.3	1.1	-0.1	-2	13	-1	-5	1	15	3.2	0.9
O=C(NCc1n[nH]c(=S)n1-c1cccc(Cl)c1)c1cccs1	-0.3	1	0.4	5	18	-1	-6	0.9	11	1.2	0.8
C=CCNC(=S)N/N=C/c1cccc([N+](=O)[O-])c1	-0.1	1.1	-0.3	9	11	0	-5	1	-9	0.4	0.9
Cn1cnnc1Sc1nc2ccccc2nc1NS(=O)(=O)c1ccccc1	-2.3	1.2	-0.3	8	15	4	-6	1.4	1	0.0	0.8
O=C(CSc1nnc(-c2ccc(F)cc2)o1)N1CCN(C(=O)c2ccco2)CC1	2.7	1	-0.2	4	11	-18	-6	0.9	1	1.1	0.9
O=C(CCN1C(=O)c2cccc3cccc(c23)C1=O)N1CCN(Cc2ccc3c(c2)OCO3)CC1	-0.8	0.9	-0.3	4	18	17	37	0.9	/	1.4	0.8
Nc1ccc(C(=O)OCC(=O)N2CCOCC2)cc1[N+](=O)[O-]	0.3	0.9	0.1	-6	20	-4	-3	0.9	6	0.0	0.8
O=C(N/N=C/c1cn[nH]c1-c1ccc(F)cc1)c1ccncc1	-0.1	1.1	-0.5	2	1	-10	-3	1	-9	0.1	1
COc1cccc(CC2(CO)CCCN(Cc3c(C)cc(C)cc3-n3cccn3)C2)c1 (stereo not drawn)	-1.2	0.9	-0.2	14	6	4	34	1	6	-1.0	0.9
CCOC(=O)c1ccc(OCC(=O)c2ccc(O)cc2O)cc1	2.2	0.9	0.1	2	21	5	-8	0.9	27	3.3	0.8
CCOC(=O)c1c(C)c(C(=O)NCCc2ccccc2)c(C)n1C	-0.2	1	0.3	-1	11	8	24	1	7	-1.4	0.9
Cc1cccc(NC(=S)NCC(c2cccnc2)N(C)C)c1C (stereo not drawn)	0.6	0.9	-0.2	27	6	-17	-7	0.9	4	1.1	0.9
Cc1nc2cc3ccccc3cc2n1C	-0.8	0.8	-0.3	16	22	7	7	0.7	-8	0.7	0.8
CCN(CC)c1ccc(C=Nc2ccccc2C)c(O)c1	-0.1	0.7	-0.3	6	27	0	-3	0.3	1	-0.5	0.7
COc1ccc(-c2cc(-c3cc(C)ccc3O)[nH]n2)cc1	-0.3	0.9	0.0	20	29	2	24	0.9	-6	-1.5	0.7
Cc1cc(C(=O)CSc2nnc(Nc3ccccc3F)s2)c(C)n1CC1CCCO1 (stereo not drawn)	1.6	0.9	-0.1	0	35	-3	23	0.8	-2	0.9	0.7
COc1ccc(C(=O)NCC(=O)OCC(=O)NCc2cccs2)cc1	0.6	1.2	-0.3	10	-8	-3	-10	1.1	-4	1.7	1.1

The results go on:
SMILES	Redox H2O2 prof	PMI act	Hsp70 act	G6PDH counter	Diaph inh CS	TLR4 MyD88 comp	Lmaj promast	PMI act satM6P	S1P3 antag	RAM inhibit	Diaphorase act
O=C(CN1C(=O)CCC1=O)Nc1nc(-c2ccc(Cl)s2)cs1	-0.1	0.9	-0.3	4	17	1	-6	0.9	19	1.1	0.8
COC(c1ccccc1)c1nnc(CCC(=O)N2CCN(Cc3cccs3)CC2)o1 (stereo not drawn)	-1.3	0.9	-0.2	1	1	-4	-5	1	-10	-0.4	1
CC(OC(=O)CN(C)S(=O)(=O)c1ccc(Cl)cc1)C(=O)Nc1cccc(Cl)c1 (stereo not drawn)	0.1	0.8	-0.1	1	21	7	0	0.8	/	4.9	0.8
CCC(CO)NCc1ccc(Br)cc1 (stereo not drawn)	-0.5	1	-0.5	12	-13	-8	0	1.1	11	0.7	1.1
Cc1ccc(N2CCN(CCc3nc4cc(NC(=O)c5ccco5)ccc4n3C)CC2)cc1	-1.4	0.9	-0.3	6	-1	-1	28	1	-29	2.5	1
CC(=O)Nc1ccc(NC(=O)Cn2ccc([N+](=O)[O-])n2)cc1	-0.3	0.8	-0.2	12	22	4	-3	0.9	-5	-0.9	0.8
CC(=O)c1c(C)n(C)c2ccc(OC(=O)c3ccco3)cc12	0.9	0.9	-0.2	-8	6	8	-3	0.9	-21	2.6	0.9
O=S(=O)(NCC1CCCO1)c1cccc(C(F)(F)F)c1 (stereo not drawn)	1.9	1	-0.3	5	13	8	-7	0.9	-10	2.2	0.9
CCCOC(=O)c1ccc(NC(=O)CC(C)(C)C)cc1	0.1	/	0.8	10	/	4	-1	/	24	0.0	/

High-throughput results deposited in PubChem BioAssay by several laboratories.

The order is random; overall some 12% were active at least once.
